Wnt bcat act = activators of Wnt/beta-catenin signaling; Wnt/beta-catenin reporter cell assay, activator, plate reader; activation, % at 9.35 µM; hit rate 1.2% among 300,000; AID 743398; in the data active = activation above about 30%, passing the limit was not always enough;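 note: 0% = neutral control wells and 100% = positive control wells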
Numbers without * were called inactive. Not all compounds are listed; the hit share may differ from the screen's.

SMILES | Wnt bcat act
O=C1NC(=O)C2(CCCc3c([N+](=O)[O-])cccc32)N1 (centres undefined) | -1
CN(C)CCNC(=O)c1cccc(-c2cnc3c(NC=O)cc(-c4ccc(F)cc4)cn23)c1 | 0
O=C(Cc1ccc(NC(=O)C2CCCN(C(=O)c3ccccc3)C2)cc1)Nc1cccc(C(=O)N2CCCCC2)c1 (centres undefined) | -5
CC(C)=NOc1nc(N(C)C)nc(N2CCOCC2)n1 | 2
C[C@@H]1CN([C@@H](C)CO)S(=O)(=O)c2ccc(Br)cc2O[C@@H]1CN(C)Cc1cccnc1 | -2
O=C(O)c1cc(-n2cccc2)ccc1N1CCOCC1 | 2
COc1cc(C(=O)N2CCCC(c3cc(C(=O)NCc4ccc(F)cc4)no3)C2)cc(OC)c1C (centres undefined) | -2
COC(=O)C1=C(C)N(Cc2cccc(C(F)(F)F)c2)C(=NCc2ccc(C(F)(F)F)cc2)NC1c1cccc(C(F)(F)F)c1 (centres undefined) | -28
CC(C)C[C@H]1COc2cccc(N3CCCC3)c2S(=O)(=O)N1 | -2
C(=C\c1ccccc1)/CN1CCN(C(c2nnnn2-c2ccc3c(c2)OCCO3)C2CC2)CC1 (centres undefined) | -1
COc1ccccc1N1CCN(C(=O)CN(C)S(=O)(=O)c2ccc(C)cc2)CC1 | -1
CCOC(=O)c1ccc(NC(=O)c2nc[nH]c2C(=O)NC[C@H](C)O)cc1 | -1
O=C(NCc1ccc2c(c1)OCO2)c1[nH]c(C(F)(F)F)nc1-c1ccccc1 | -2
Cc1cccc(C)c1N1C(=O)c2ccccc2NC(=O)C1C(=O)NCCc1ccccc1 (centres undefined) | -2
CCOC(=O)CCCCCC(=O)Nc1ccc2c(c1)C(=O)N([C@@H](C)CO)C[C@H](C)[C@H](CN(C)C(=O)Nc1ccc(F)cc1)OCCCC[C@H](C)O2 | -5
COc1cc(CNC[C@H]2O[C@@H](n3ccc(N)nc3=O)[C@H](O)[C@@H]2O)ccc1OCc1cccc(Cl)c1 | -1
CCCCCCCCN1C(=O)[C@H](CC(=O)NCC23CC4CC(CC(C4)C2)C3)C[C@@]2(C(=O)OCC)CCC=C12 | -3
CCC[C@H]1CN(c2ccc(OC)cc2)C(=O)[C@@H]1CC(=O)Nc1ccccc1 | -2
CC(=O)Oc1ccc(Cn2c(C)c(C(=O)NC3CC3)sc2=O)cc1 | -3
Nc1[nH]c(C(=O)c2ccccc2)c(-c2ccc3c(c2)OCO3)c1C(=O)NCCc1c[nH]c2ccccc12 | -2
Cc1ccccc1C(=O)N(C)[C@H]1C[C@H]2c3[nH]c4ccccc4c3CCN2C[C@H]1[C@H](C)O | -1
COC(=O)[C@@]12C[C@@H](CC(=O)N3CCSCC3)C(=O)N(Cc3ccccc3)C1=CCC(C)(C)C2 | 1
CN(Cc1ccc(Cl)c(Cl)c1)C(C(=O)NCc1ccccc1)c1ccc(C(F)(F)F)cc1 (centres undefined) | -4
Cc1cc2nc(-c3cccnc3SCC(=O)NC3CC3)[nH]c2cc1C | 6
C[C@@H]1CN([C@H](C)CO)S(=O)(=O)c2ccc(C#Cc3cccc(F)c3)cc2O[C@@H]1CN(C)C(=O)CN1CCOCC1 | -2

Some of these compounds in order of their number in Wnt bcat act, lowest first.
SMILES | Wnt bcat act
CN(Cc1ccc(Cl)c(Cl)c1)C(C(=O)NCc1ccccc1)c1ccc(C(F)(F)F)cc1 (centres undefined) | -4
CCCCCCCCN1C(=O)[C@H](CC(=O)NCC23CC4CC(CC(C4)C2)C3)C[C@@]2(C(=O)OCC)CCC=C12 | -3
CC(C)C[C@H]1COc2cccc(N3CCCC3)c2S(=O)(=O)N1 | -2
O=C1NC(=O)C2(CCCc3c([N+](=O)[O-])cccc32)N1 (centres undefined) | -1
COC(=O)[C@@]12C[C@@H](CC(=O)N3CCSCC3)C(=O)N(Cc3ccccc3)C1=CCC(C)(C)C2 | 1
Cc1cc2nc(-c3cccnc3SCC(=O)NC3CC3)[nH]c2cc1C | 6

The results go on.
SMILES | Wnt bcat act
CC1(C(=O)NS(=O)(=O)c2ccccc2Cl)CCN1C(=O)CCc1ccccc1 (centres undefined) | -1
O=S(=O)(Nc1ccc(N2CCCCC2)cc1)c1ccc(F)cc1F | -1
CCOc1ccccc1C(=O)N1CCC[C@@H]1C(=O)N1CCC[C@H]1C(=O)NCc1ccccc1 | 2
COC(=O)C1=C(C)N(Cc2ccc(C(F)(F)F)cc2)C(=NCc2ccc3c(c2)OCO3)NC1c1ccccc1 (centres undefined) | -28
Cc1cc(C)n(-c2nc(Nc3ccccc3C)nc(-n3nc(C)cc3C)n2)n1 | -6
CN(C)c1ccc(-c2ccnc3c2CC(C)(C(=O)NCc2cccs2)O3)cc1 (centres undefined) | 0
CCOc1ccc(NC(=O)c2ccc3c(c2)S(=O)(=O)N=C2CCCCCN23)cc1 | -1
COc1ccc(/C=N/NC(=O)c2ccc3nc[nH]c3c2)cc1 | -4
CN1OC[C@@H]2CN(C(=O)C(C)(C)C)[C@H](c3ccc(-c4cc5ccccc5o4)cc3)C[C@@H]21 | -1
CCOC(=O)C1=CCN(S(=O)(=O)c2ccccc2)C1c1ccc(Cl)cc1 (centres undefined) | -2
O=C(NCc1ccc(Cl)c(Cl)c1)c1cc(C2CCCCN2C(=O)c2cccs2)on1 (centres undefined) | -1
COc1ccc(NC(=O)CN2C(=O)/C(=C3\SC(=S)N(C4CCS(=O)(=O)C4)C3=O)c3ccccc32)cc1 (centres undefined) | -1
CCc1c(-c2ccc(Cl)cc2)ncn1CCc1ccccc1OC | 1
COc1cccc(C#Cc2cnc3c(c2)C(=O)N([C@@H](C)CO)C[C@H](C)[C@H](CN(C)C(=O)C2CCC2)O3)c1 | -1
COc1ccccc1N1CC(C(=O)OCC(=O)c2c(N)n(C)c(=O)n(C)c2=O)CC1=O (centres undefined) | -2
COc1cccc(C(C)(O)c2nc(-c3ccccc3)cs2)c1 (centres undefined) | 0
O=C(OCc1ccccc1)N1CCC2CC1c1cc(N3CCN(C(=S)NCCc4ccccc4)CC3)ccc12 (centres undefined) | -2
CC(CC(=O)c1ccccc1)=NCCCN=C(C)CC(=O)c1ccccc1 | 0
NC(Cc1ccc(Cl)cc1)c1csc(Nc2ccc(C(=O)c3ccccc3)cc2)n1 (centres undefined) | -16
O=C(Nc1nc(-c2ccco2)c(-c2ccco2)s1)c1cnccn1 | -1
C(=N\NCc1ccccc1)/c1ccc2nccnc2c1 | 29
CC(=O)Nc1cccc(-c2ccnc3c2CC(C(=O)Nc2ccc(C(C)C)cc2)O3)c1 (centres undefined) | 0
Cc1cccc(C)c1-n1nnnc1SCc1nc(N)nc(N(C)C)n1 | -3
COc1cc(OC)cc(C2=Cc3ccccc3C(CC(C)=O)N2c2ccc(C#CCCO)cc2)c1 (centres undefined) | 4
C=CCOC(=O)N1CCC2CC1c1c(-c3ccc(C(F)(F)F)cc3)cccc12 (centres undefined) | -1

The listing continues:
SMILES | Wnt bcat act
S=C1NCCOc2ccccc21 | 0
Cn1nccc1-c1ccc(C(=O)Nc2cccc(NS(C)(=O)=O)c2)c2occc12 | 4
CCN1CCN(c2c(S(=O)(=O)c3ccc(Cl)cc3)cnc3ccccc23)CC1 | 2
COc1ccc(NC(=O)N2C[C@H]3CON(C)[C@H]3C[C@H]2c2ccc(N3CCCCC3)cc2)cc1 | 1
NC(=S)NN=Cc1cc(-c2cccc(N)c2)ccn1 | -4
O=C1NCCc2onc(-c3ccc(Br)cc3)c21 | 2
C[C@@H]1CN([C@@H](C)CO)C(=O)CCCn2cc(nn2)CO[C@H]1CN(C)S(C)(=O)=O | -4
CCCS(=O)(=O)NC(=O)C1(C)CCN(C(=O)COc2ccc(Cl)cc2Cl)C1 (centres undefined) | -3
Cc1cc(C)n2nc(C(=O)OCC(=O)Nc3ccc(Cl)cc3)nc2n1 | -3
CCCN(C)C[C@H]1Oc2cc(C#Cc3ccc(F)cc3)ccc2S(=O)(=O)N([C@H](C)CO)C[C@@H]1C | -1
CC(=O)C1=C(C)N(Cc2ccc(Br)cc2)C(=S)NC1c1cccc(Br)c1 (centres undefined) | -1
O=C(Cn1cc(COc2ccc(Cl)c(Cl)c2)nn1)NS(=O)(=O)c1ccccc1C(F)(F)F | -1
CCOC(=O)c1c(-c2ccc(OC)cc2)oc2c1C(OC(C)=O)CCC2 (centres undefined) | 15
O=C(NCc1ccccc1)C1C(=O)Nc2ccccc2C(=O)N1c1ccc2c(c1)OCCO2 (centres undefined) | 4
O=C1CCN(C(=O)Cc2ccccc2)c2ccccc21 | 0
CCOC(=O)C1=CCN(S(=O)(=O)c2ccc([N+](=O)[O-])cc2)C1c1ccc(C)cc1 (centres undefined) | -1
O=C(O)c1ccccc1-c1ccc([N+](=O)[O-])cc1Cl | -3
CCC(=O)N1CCCC(C)(C(=O)Nc2ccc(OC(F)F)cc2)C1 (centres undefined) | 0
CN1CCN(C(=O)c2ccc(S(=O)(=O)N(C)c3ccccc3)cc2)CC1 | -2
CCCCCCCCC(c1nc2ccccc2[nH]1)N1CCN=C1c1cc2ccccc2[nH]1 (centres undefined) | -3
C[C@H]1CN([C@@H](C)CO)C(=O)CCCn2cc(nn2)CO[C@@H]1CN(C)C(=O)Nc1ccc(C(C)(C)C)cc1 | -1
OCc1ccccc1-c1ccc2nncn2c1 | 3
COc1ccc(C(O)c2nc(-c3ccoc3)cs2)cc1 (centres undefined) | -4
CC1=C(C(=O)N2CCOCC2)CC(CC(=O)NCCCCc2ccccc2)C(=O)N1CCCN1CCCC1=O (centres undefined) | 0
O=C1NC[C@H](Cc2ccc(O)cc2)N(C[C@@H]2CCCN2C[C@H](Cc2ccccc2)N2C[C@H](Cc3ccccc3)N(CC3CCCCCC3)C(=O)C2=O)C1=O | -1

Other records follow:
SMILES | Wnt bcat act
O=C(NCc1ccccc1)C1=C[C@@H](c2csc3ccccc23)C[C@@H](OCCCCO)O1 | -16
CCC[C@H]1CN(c2ccc(Br)cc2)C(=O)[C@@H]1CC(=O)NC | -1
COC(=O)CCCn1cc(CN(C)C2CN(Cc3cn(CCCC(=O)OC)nn3)S(=O)(=O)C2)nn1 (centres undefined) | -4
O=C(NCc1ccncc1)c1csc([C@@H]2O[C@H](CO)[C@@H](O)[C@H]2O)n1 | 0
CC(C)c1cc(Cn2c3ccccc3c(=O)n2C(C)Cn2cc(C3=CCCCC3)nn2)on1 (centres undefined) | -3
CC1CCCCC1NC(=O)CCn1c(=S)[nH]c2ccccc2c1=O (centres undefined) | -6
COC(=O)[C@@]1(Cc2ccc(OC)cc2)[C@H]2c3cc(C(=O)N4CCCC4)n(C[C@H](O)CO)c3C[C@H]2CN1C(=O)c1ccccc1 | 2
COc1ccc([C@H]2CC(=O)C[C@@H](CCn3cc(CCc4ccccc4)nn3)O2)cc1 | -3
COc1ccc(Cl)cc1-c1cc(C(=O)N[C@H](C)c2ccccc2)[nH]n1 | -4
O=C(c1[nH]c(C(F)(F)F)nc1-c1ccccc1)N1CCC(C(O)(c2ccccc2)c2ccccc2)CC1 | -1
COCCNc1nc(NCCNC(C)=O)c2sc(-c3ccccc3)cc2n1 | 3
COc1ccc(OC(F)(F)F)cc1CC1(C)C(=O)Nc2cccc(Cl)c21 (centres undefined) | 0
Cc1ccc(S(=O)(=O)NC(=O)ON=Cc2ccc3c(c2)OCO3)cc1 | -3
COc1ccc(-c2ccc3c(n2)CCCN3S(=O)(=O)c2cccs2)cc1 | 3
CC(=O)C1=C(C)N(Cc2ccc(F)cc2)C(=S)NC1c1cccc(Cl)c1 (centres undefined) | -4
NNC(=O)c1cc(-c2ccc(N)cc2)nc2ccc(Br)cc12 | 0
Cc1nnc2n1N=C(c1ccc3c(c1)NC(=O)CO3)CS2 | -2
CC1=CC(=O)C2(C)C(C)=C(C)C12C (centres undefined) | 4
Cc1cc(C)c(NC(=S)NC(=O)c2ccccc2)cc1C | 34*
Cn1c(SCC(=O)Nc2cc(Cl)cc(Cl)c2)nnc1-c1ccc2nonc2c1 | -3
CCOC(=O)C1CCCN(c2cc(NCCCO)c([N+](=O)[O-])c3nonc23)C1 (centres undefined) | -2
Cc1ccccc1N1C(=O)C(Cc2ccc(F)cc2)S/C1=C(\C#N)C(N)=O (centres undefined) | -3
Cc1cc(NC(=O)C2(C)CCN2C(C)C)c2ccccc2n1 (centres undefined) | 0
CC1CCCC(NC(=O)CCCCCn2c(=S)[nH]c3ccsc3c2=O)C1C (centres undefined) | -2
OC[C@@H]1CN(Cc2cccnc2)C[C@H](n2cnc3c(N4CCOCC4)ncnc32)O1 | -3

Single entries from the entries so far:
CC(C)c1cc(Cn2c3ccccc3c(=O)n2C(C)Cn2cc(C3=CCCCC3)nn2)on1 (centres undefined) in Wnt bcat act has -3
NNC(=O)c1cc(-c2ccc(N)cc2)nc2ccc(Br)cc12 in Wnt bcat act has 0
Cc1ccc(S(=O)(=O)NC(=O)ON=Cc2ccc3c(c2)OCO3)cc1 in Wnt bcat act has -3
COC(=O)CCCn1cc(CN(C)C2CN(Cc3cn(CCCC(=O)OC)nn3)S(=O)(=O)C2)nn1 (centres undefined) in Wnt bcat act has -4
CC1CCCC(NC(=O)CCCCCn2c(=S)[nH]c3ccsc3c2=O)C1C (centres undefined) in Wnt bcat act has -2
COc1ccc(Cl)cc1-c1cc(C(=O)N[C@H](C)c2ccccc2)[nH]n1 in Wnt bcat act has -4
CCOC(=O)C1CCCN(c2cc(NCCCO)c([N+](=O)[O-])c3nonc23)C1 (centres undefined) in Wnt bcat act has -2

Next section
SMILES | Wnt bcat act
CN[C@H]1C[C@H]2c3[nH]c4c(-c5ccccc5)cccc4c3CCN2C[C@H]1[C@H](C)O | -1
Cc1cc(C(O)c2ncc(-c3cccc4ccccc34)[nH]2)ccc1F (centres undefined) | 0
CCCCS(=O)(=O)N1CCCc2nc(-c3ccc(OC)cc3)ccc21 | -2
CC(C)(C)NC(=O)C1c2ccccc2OCC(=O)N1Cc1ccc2c(c1)OCO2 (centres undefined) | -3
CC(=O)Nc1cccc(-c2ccnc3c2CC(C(=O)Nc2cccc(Oc4ccccc4)c2)O3)c1 (centres undefined) | -2
COc1cc(F)ccc1-c1cc(C(=O)NCc2ccc(F)cc2)[nH]n1 | -4
C(=CCSc1ccccn1)CSc1ccccn1 | -1
NC(=O)c1ncn([C@@H]2O[C@H](C(=O)Nc3ccc(Oc4ccccc4)nc3)[C@@H](O)[C@H]2O)n1 | 0
CC(C)(C)c1cc2nc(NCCOc3ccccc3)ccn2n1 | 0

Already shown: an excerpt of the list.
SMILES | Wnt bcat act
CN[C@H]1C[C@H]2c3[nH]c4c(-c5ccccc5)cccc4c3CCN2C[C@H]1[C@H](C)O | -1
Cc1cc(C(O)c2ncc(-c3cccc4ccccc34)[nH]2)ccc1F (centres undefined) | 0

Screens: PubChem, Broad Institute
